14-3-3 PPI: 14-3-3 gamma protein interaction modulation | AID 422 | P61981 | inhibition, % at 40 µM | 160,000 compounds, 0.19% hits | FP, 14-3-3gamma / TMR-pS259-Raf peptide binding; in the data active = inhibition above about 30%;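 note: 0% = protein plus tracer without compound and 100% = blank with tracer alone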
Target sequence (P61981 whole entry, looked up): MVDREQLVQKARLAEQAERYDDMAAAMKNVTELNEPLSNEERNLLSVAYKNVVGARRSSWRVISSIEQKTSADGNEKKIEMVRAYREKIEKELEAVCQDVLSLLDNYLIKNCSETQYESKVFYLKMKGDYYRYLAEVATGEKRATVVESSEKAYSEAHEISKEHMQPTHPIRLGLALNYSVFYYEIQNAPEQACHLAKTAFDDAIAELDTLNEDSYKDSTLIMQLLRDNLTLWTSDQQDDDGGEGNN
The depositor's hits bear a star; & = joins results of further samples. Only part of the results is shown; count on the stated rates, not on these rows.

Preview (3 entries):
Screening COc1ccc(CNC(=O)c2cccc(-n3c(=S)[nH]c4cc(Cl)ccc4c3=O)c2)cc1 returned 14-3-3 PPI -9.5.
Screening CCOC(=O)c1ccc(Nc2ncnc3c2cnn3C)cc1 returned 14-3-3 PPI -7.8&-2.6.
For CCCC(C(=O)OCCN(CC)CC)(c1ccccc1)c1ccccc1 the results were 14-3-3 PPI -0.3.

Main list (from the top)
Screening COc1ccc(CNC(=O)c2cccc(-n3c(=S)[nH]c4cc(Cl)ccc4c3=O)c2)cc1 returned 14-3-3 PPI -9.5.
Screening CCOC(=O)c1ccc(Nc2ncnc3c2cnn3C)cc1 returned 14-3-3 PPI -7.8&-2.6.
For CCCC(C(=O)OCCN(CC)CC)(c1ccccc1)c1ccccc1 the results were 14-3-3 PPI -0.3.
For COc1ccc(CCCc2nnc(SCC(=O)Nc3nc(C)cs3)n2C)cc1C the results were 14-3-3 PPI -0.9.
CCOC(=O)C1CCCN(Cc2cn3c(-c4cccc(Br)c4)nnc3s2)C1 (stereo unspecified) was read as 14-3-3 PPI -7.6.
CCOC(=O)c1cc2c(=O)n3ccccc3nc2n(CC(C)C)c1=NC(=O)c1cc2ccccc2o1 was read as 14-3-3 PPI -25.6.
For O=c1cc(N2CCCCC2)c2ccccc2o1 the results were 14-3-3 PPI -2.4.
COc1ccc(-c2nc(-c3cccc(C)c3)no2)cc1OC was read as 14-3-3 PPI -1.0.
For c1ccc(-n2ncc3c(NCc4ccc5c(c4)OCO5)ncnc32)cc1 the results were 14-3-3 PPI -2.3.
`CC1CC(C)CN(S(=O)(=O)c2ccc(C(=O)N=c3sc4cc(F)ccc4n3C)cc2)C1` (stereo unspecified) gave 14-3-3 PPI -11.3.
`CC1CC(C)CN(S(=O)(=O)c2cccc3nsnc23)C1` (stereo unspecified) gave 14-3-3 PPI -1.4.
For Cc1onc(-c2ccccc2Cl)c1C(=O)NCc1ccc(S(N)(=O)=O)cc1 the results were 14-3-3 PPI -1.6.
For c1ccc(OCCSc2ncnc3nc[nH]c23)cc1 the results were 14-3-3 PPI 2.6.
For COc1cc(C(=O)O)cc(OC)c1OCc1cc(C(=O)O)oc1C the results were 14-3-3 PPI -1.4.
`Cc1cc(C)nc(-n2nc(C)cc2NC(=O)CN2CCCC(C)C2)n1` (stereo unspecified) gave 14-3-3 PPI -1.5.
Cc1ccc(C(=O)Nc2cccc(C(=O)O)c2)cc1 was read as 14-3-3 PPI -1.0.
`COc1ccc(-c2c3c(=O)n(C)c(=O)n(C)c3cn2-c2cc(C)cc(C)c2)cc1` gave 14-3-3 PPI 5.7.
Screening Cc1cc(C)nc(/N=C(\N)N(C)C2CCCCC2)n1 returned 14-3-3 PPI 1.1.
For O=C(COC(=O)c1ccccc1NC(=O)c1ccco1)Nc1ccc2c(c1)OCO2 the results were 14-3-3 PPI -22.3.
For CC1Oc2ccccc2N(Cc2cccnc2)C1=O (stereo unspecified) the results were 14-3-3 PPI -2.0.

Grouped by structure: those above containing an aryl thioether with sulfur outside any ring (2)
For COc1ccc(CCCc2nnc(SCC(=O)Nc3nc(C)cs3)n2C)cc1C the results were 14-3-3 PPI -0.9.
For c1ccc(OCCSc2ncnc3nc[nH]c23)cc1 the results were 14-3-3 PPI 2.6.

Next section.
`Cc1nn(-c2ccccc2)c2c1cc1c(=O)[nH]c(=O)nc-1n2-c1ccc(F)cc1` gave 14-3-3 PPI 14.7.
`O=C(Nc1c2c(nn1-c1ccc(F)cc1)CSC2)c1ccc(S(=O)(=O)N2CCOCC2)cc1` gave 14-3-3 PPI -2.5.
Screening O=C(NC12CC3CC(CC(C3)C1)C2)c1cnccn1 returned 14-3-3 PPI 10.3.
CCS(=O)(=O)N1N=C(c2ccc(NS(C)(=O)=O)cc2)CC1c1ccccc1C (stereo unspecified) was read as 14-3-3 PPI -257.9.
`COc1ccc(C(=O)Nc2nc(-c3cccc([N+](=O)[O-])c3)cs2)cc1` gave 14-3-3 PPI 1.0.
`O=CN1CCN(C(=O)c2ccccc2F)CC1` gave 14-3-3 PPI -2.6.
Cc1cccc(NC(=O)CSc2c[nH]c3ccccc23)c1C was read as 14-3-3 PPI 3.8.
`CCc1nc2n[nH]c(N)c2c2c1CCCC2` gave 14-3-3 PPI 4.2.
CCC(=O)c1ccc(N2CCCCCC2)c(F)c1 was read as 14-3-3 PPI -3.9.
`Cc1nn(C)c(C)c1S(=O)(=O)N(CC(=O)Nc1ccccn1)c1ccc(C(C)C)cc1` gave 14-3-3 PPI -0.1.
Screening Cc1noc(-c2ccccc2OC(=O)c2ccccc2)n1 returned 14-3-3 PPI 2.2.
For S=c1sc2c(s1)SC1CC=CC1S2 (stereo unspecified) the results were 14-3-3 PPI 2.3.
Screening COc1ccc2[nH]cc(C(=O)O)c(=O)c2c1 returned 14-3-3 PPI 1.4.
Screening O=C(NCc1cccnc1)c1cnn2ccccc12 returned 14-3-3 PPI -6.8.
For CCn1c2ccccc2c2cc(NC(=O)c3cn(C4CCCC4)c(=O)c4c3c3ccccc3n4C)ccc21 the results were 14-3-3 PPI -9.5.
`CC1(C)Cc2c(C#N)c(N3CCOCC3)nc(-c3ccccc3)c2CO1` gave 14-3-3 PPI 0.5.
COc1cc(OC)c(OC)cc1CN1CCC(N2CCC(C)CC2)CC1 was read as 14-3-3 PPI -1.8.
For O=C1CCCc2oc3c(cc(NS(=O)(=O)c4ccc(F)cc4)c4ccccc43)c21 the results were 14-3-3 PPI -0.5.
CCOC(=O)c1sc2nc(Cc3ccccc3)[nH]c(=O)c2c1C was read as 14-3-3 PPI -3.3.
Screening O=S(=O)(c1cccs1)N1CCN(Cc2ccccc2)CC1 returned 14-3-3 PPI -2.8.
`COc1ccc(C2CC(c3ccc(Cl)cc3)Nc3nc(NC(=O)c4ccco4)nn32)cc1` (stereo unspecified) gave 14-3-3 PPI -1.1.
Cc1ccc(NC(=O)c2c(C)nc3sc(C(=O)N4CCCC4)c(N)c3c2-c2ccc(Br)cc2)c(C)c1 was read as 14-3-3 PPI -9.0.
For CC(=O)c1cc(C#N)c(SCC(=O)Nc2ncc(Br)cc2Br)nc1C the results were 14-3-3 PPI -59.5.
`COc1ccc(CNC(=O)CSc2nnc(N)s2)cc1` gave 14-3-3 PPI -14.5.
`COc1ccc(C=CC2=NNC(O)(C(F)(F)F)C2)cc1` (stereo unspecified) gave 14-3-3 PPI -10.4.
Screening O=C(CN1CCCC1)NCC1(c2ccccc2)CCOCC1 returned 14-3-3 PPI -2.5&0.4.
For CC(C)c1ccc(NC(=O)C2C3C=CC4(O3)C2C(=O)N(Cc2ccc3c(c2)OCO3)C4C(=O)NC2CCCCC2C)cc1 (stereo unspecified) the results were 14-3-3 PPI -5.1.
`Cc1ccc(C2Nc3ccc(C(=O)c4ccccc4)cc3NC3=C2C(=O)CCC3)cc1` (stereo unspecified) gave 14-3-3 PPI -1.4.
Cc1[nH]c2c(ccc3ccccc32)c(=O)c1CN1CCCC1 was read as 14-3-3 PPI -7.9.
CC(C)c1nnc(NC(=O)c2cccc(-n3cnnn3)c2)s1 was read as 14-3-3 PPI 0.7.
Screening CCCCNC(=O)CCn1nc(-c2ccc(Cl)cc2)ccc1=O returned 14-3-3 PPI -11.5.
`O=C(CSc1nc(-c2ccccc2)cc(-c2ccccc2)n1)N=C1NC(=O)CS1` gave 14-3-3 PPI -212.1.
Screening Cc1cc(C)nc(/N=C(/NC(=O)C(C)(C)C)Nc2cccc(C(F)(F)F)c2)n1 returned 14-3-3 PPI 1.0.
O=C(Cc1ccc([N+](=O)[O-])cc1)NCCO was read as 14-3-3 PPI 4.8.
CC1=CC(C#N)(C#N)C(C#N)(C#N)C(c2ccccc2)N1 (stereo unspecified) was read as 14-3-3 PPI 72.7*.
Screening O=C1CCCC2=C1C(c1cccc([N+](=O)[O-])c1)NC(=S)N2 (stereo unspecified) returned 14-3-3 PPI -12.5.
Screening CC(=O)Nc1ccc(N=Cc2ccc[nH]2)cc1 returned 14-3-3 PPI 2.5.
COc1ccc(N2CCN(C3CC(=O)N(CCc4ccccc4)C3=O)CC2)cc1 (stereo unspecified) was read as 14-3-3 PPI -5.9.
For CCc1ccc(NC(=O)c2ccc(NC(=O)C3CCCO3)cc2)cc1 (stereo unspecified) the results were 14-3-3 PPI -12.2.
`CCN(CC)C(=O)C12CC3CCC(CC(C3)C1)C2` gave 14-3-3 PPI -2.0.
For O=C(O)CCCn1c(=O)[nH]c2ccccc2c1=O the results were 14-3-3 PPI 2.6&-3.6.
For O=C(NCc1cccc2ccccc12)c1cccc(C(=O)NCc2cccc3ccccc23)c1 the results were 14-3-3 PPI -6.0.
CCOc1ccccc1CNC(=O)C1CCN(S(=O)(=O)N2CCC(C)CC2)CC1 was read as 14-3-3 PPI -4.9.
`O=P(/C(=N/O)Sc1ccccc1)(N1CCOCC1)N1CCOCC1` gave 14-3-3 PPI 4.2.
`CCN(CC)C(=O)CSc1nnc([C@H](CCSC)NC(=O)OC(C)(C)C)o1` gave 14-3-3 PPI 4.0.
Screening COc1ccc(C2CC(=O)C3=C(C2)Nc2ccccc2NC3c2ccc(O)c([N+](=O)[O-])c2)cc1OC (stereo unspecified) returned 14-3-3 PPI -7.2.
Screening Cn1c(C(=O)NCc2ccco2)cc2c(=O)[nH]c3ccccc3c21 returned 14-3-3 PPI 7.2&4.7.
For Cc1ccc(-n2ncc3c(=O)n(CC(=O)NCc4ccco4)cnc32)cc1 the results were 14-3-3 PPI 1.6.
COc1ccccc1-n1c(SCc2cccc(F)c2)nc2c(c1=O)SCC2 was read as 14-3-3 PPI -33.3.
`CCOC(=O)c1sc(=NC(=O)c2cccc(OC)c2)n(C)c1C` gave 14-3-3 PPI 2.0.
`CCC1CCCCN1C(=O)Cn1c(=O)c2ccccc2n(CC)c1=O` (stereo unspecified) gave 14-3-3 PPI 1.9.
O=C1CC(c2cccs2)CC2=C1C(c1ccccc1Cl)Nc1ccccc1N2 (stereo unspecified) was read as 14-3-3 PPI -12.7.
For COc1cccc(Nc2nc(C)nc3sc(C)c(C)c23)c1 the results were 14-3-3 PPI -2.8.
For CC(=O)Nc1ccccc1C(=O)N1CCN(Cc2ccccc2)CC1 the results were 14-3-3 PPI 2.6.
`NS(=O)(=O)c1ccc(CCNC(=O)c2ccc3c(c2)[nH]c(=S)n2c4ccccc4nc32)cc1` gave 14-3-3 PPI -21.5.
CCC(C)NC(=O)c1ccc2c(c1)ncn2-c1cc(C)cc(C)c1 (stereo unspecified) was read as 14-3-3 PPI -4.4.
Screening CCCCCCCCCCCCCCCCCC(=O)OC(CC(=O)O)C[N+](C)(C)C (stereo unspecified) returned 14-3-3 PPI 4.9.
Screening CC(C)COc1ccc(C(=O)Nc2ccc3oc(-c4ccc(N(C)C)cc4)nc3c2)cc1 returned 14-3-3 PPI -17.8.
Screening COc1ccc(CCNC(=O)c2cc3sc(Cl)cc3n2C)cc1OC returned 14-3-3 PPI -7.2.
`COC(=O)Cn1nnc(-c2cccc(OC)c2)n1` gave 14-3-3 PPI 3.0.
CCc1ccccc1NC(=O)Cn1nnc(-c2cccnc2)n1 was read as 14-3-3 PPI 5.9.
For COCC(=O)NCCNc1nc2ccc(C)cc2cc1C the results were 14-3-3 PPI -11.5.
COc1ccc(-n2nc(C(=O)Nc3ccc4c(c3)OCCO4)c3c4ccccc4n(C)c3c2=O)cc1 was read as 14-3-3 PPI 1.7.
COc1ccccc1N1CCN(C(=O)CSc2nnc(NC(=O)c3ccco3)s2)CC1 was read as 14-3-3 PPI -5.7.
`COc1ccc(C2C(C(=O)OC(C)C)=C(C)N=C3SCCC(=O)N32)cc1` (stereo unspecified) gave 14-3-3 PPI -2.1.
For Cc1cc(N2CCCC2)nc2ccc([N+](=O)[O-])cc12 the results were 14-3-3 PPI -6.3.
COc1ccc(Cl)cc1NC(=O)CSc1nccn1-c1cc(C)cc(C)c1 was read as 14-3-3 PPI 6.8.
Screening Cc1cccc(OCc2nnc(SCC(=O)Nc3ccc(C)c(C)c3)o2)c1 returned 14-3-3 PPI 3.1.
For NC(=O)C1CCN(C(=O)CCNC(=O)Cn2cnc3sc4c(c3c2=O)CCCC4)CC1 the results were 14-3-3 PPI 3.6.
For C=CCn1c(O)c(CN2CCOCC2)c(C)c(C#N)c1=O the results were 14-3-3 PPI -15.7.

By substructure, the compounds so far containing a cyano group (4)
`CC1(C)Cc2c(C#N)c(N3CCOCC3)nc(-c3ccccc3)c2CO1` gave 14-3-3 PPI 0.5.
For CC(=O)c1cc(C#N)c(SCC(=O)Nc2ncc(Br)cc2Br)nc1C the results were 14-3-3 PPI -59.5.
CC1=CC(C#N)(C#N)C(C#N)(C#N)C(c2ccccc2)N1 (stereo unspecified) was read as 14-3-3 PPI 72.7*.
For C=CCn1c(O)c(CN2CCOCC2)c(C)c(C#N)c1=O the results were 14-3-3 PPI -15.7.

Remaining list, next part.
Cc1ccc(NC(=O)Cc2cn(C)c3ccccc23)cc1F was read as 14-3-3 PPI 0.7.
`Cn1c(=O)c2cc(C(=O)Nc3ccc(Oc4ccccc4)cc3)sc2c2ccc(Cl)cc21` gave 14-3-3 PPI -4.2.
`O=C(C(Cc1ccccc1)N1C(=O)C2C3c4ccccc4C(c4ccccc43)C2C1=O)N1CCOCC1` (stereo unspecified) gave 14-3-3 PPI -2.6.
For O=C(O)CSCc1ccc([N+](=O)[O-])cc1 the results were 14-3-3 PPI -4.5.
CCOC(=O)c1c(-n2cnnn2)sc(C)c1C was read as 14-3-3 PPI -6.4&3.5.
`CCOC(=O)N1CCN(C2OC(=O)c3ccccc32)CC1` (stereo unspecified) gave 14-3-3 PPI -4.8.
O=C(CSCc1ccc(C(=O)O)cc1)Nc1ccc2ccccc2c1 was read as 14-3-3 PPI -10.6.
For Cc1ccc(-c2nn(C)c(=O)c3ccccc23)cc1CN1CCCCC1 the results were 14-3-3 PPI -9.4.
Screening CCCCN(Cc1ccccc1)c1ncnc2nc[nH]c12 returned 14-3-3 PPI -1.6.
For COc1ccccc1-c1cc(C(=O)Nc2ccc(F)cc2F)no1 the results were 14-3-3 PPI 0.4.
COc1ccc(-c2noc(CCC(N)=O)n2)cc1OC was read as 14-3-3 PPI -3.9.
CCOC(=O)CSc1nnc(-c2cccnc2)n1Cc1ccccc1 was read as 14-3-3 PPI -1.9.
